Assay outcomes from PubChem.
STEP inh: inhibitors of human striatal-enriched phosphatase STEP | P54829 | recombinant STEP, OMFP fluorogenic substrate, fluorescence | inhibition, % at 20 µM | actives 0.25% (n = 360,000);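 active = inhibition at 20 µM, scaled per plate between control wells, above about 37%, limit read from the data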;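 also: 0% = DMSO with enzyme and substrate and 100% = substrate only without enzyme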
Target sequence (P54829 whole entry, looked up): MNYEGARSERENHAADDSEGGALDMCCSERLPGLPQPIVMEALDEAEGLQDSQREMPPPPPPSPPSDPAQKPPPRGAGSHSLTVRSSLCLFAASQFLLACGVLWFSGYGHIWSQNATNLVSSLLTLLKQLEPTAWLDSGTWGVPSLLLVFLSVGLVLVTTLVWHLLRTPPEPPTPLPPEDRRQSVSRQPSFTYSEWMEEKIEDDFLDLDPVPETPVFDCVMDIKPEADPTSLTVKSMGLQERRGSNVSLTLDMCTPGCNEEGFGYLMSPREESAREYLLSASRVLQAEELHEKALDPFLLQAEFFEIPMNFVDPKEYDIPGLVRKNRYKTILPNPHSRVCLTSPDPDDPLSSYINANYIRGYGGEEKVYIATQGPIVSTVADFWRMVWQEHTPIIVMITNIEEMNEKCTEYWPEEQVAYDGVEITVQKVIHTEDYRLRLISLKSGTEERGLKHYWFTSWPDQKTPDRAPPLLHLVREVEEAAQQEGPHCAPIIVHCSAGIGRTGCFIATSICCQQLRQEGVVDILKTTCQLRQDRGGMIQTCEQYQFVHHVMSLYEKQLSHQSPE
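System: STEP phosphatase, cell-free reaction; Buffer or medium: Bis-Tris pH 6.0 buffer with DTT, detergent; Incubation: 20 min at room temperature, dark; Measured by: fluorescence, 480/540 nm.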
MsrA inh: inhibitors of bovine MsrA; purified bovine MsrA, absorbance read-out; inhibition, % at 15.5 µM; actives 0.75% (n = 360,000); AID 651718; in the data active = inhibition above about 4.5%;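 also: 0% = vehicle wells with enzyme and 100% = reference inhibitor wells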
SUMO1 PPI mod: alters human SUMO1 binding to SIM partners | actives 0.33% (n = 360,000) | SUMO1 binding to a labelled peptide, TR-FRET, 1 h | inhibition, % at 20 µM | P63165 | AID 602429; in the data active = inhibition above about 37%
NadD inh: NadD (S. aureus) enzyme inhibition; actives 0.78% (n = 360,000); inhibition, % at 20 µM; purified NadD enzyme, colorimetric absorbance read-out; AID 602399; in the data active = inhibition above about 26%; also: some compounds past the cut are filed as inactive
LMPTP block: blocks human LMPTP phosphatase; P24666; recombinant LMPTP-A, OMFP fluorogenic substrate, fluorescence intensity; inhibition, % at 20 µM; actives 0.22% (n = 360,000);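 active = compounds that cut the enzyme signal by at least half of the control window in the single-dose screen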;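 also: plate controls were DMSO wells with enzyme plus substrate for no effect and substrate without enzyme for full effect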
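Assay system: LMPTP-A enzyme. Input: 0.625 nM LMPTP-A final. Probe or stimulus: 400 µM OMFP. Compound dosing: single 20 µM dose. Schedule: 50 min dark incubation at room temperature. Detection: fluorescence intensity of OMFP turnover product. Read-out: percent inhibition versus substrate-only and uninhibited controls. Benchmarks: no-enzyme low control, uninhibited high control.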
TbMetRS inhib: blocks T. brucei methionyl-tRNA synthetase activity; purified T. brucei MetRS, ATP depletion, Kinase-Glo luminescence; inhibition, % at 11.9 µM; actives 0.4% (n = 360,000); AID 624268;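 active = inhibition above a per-plate cutoff of the control wells' mean inhibition plus 3 SD, cut at about 5.5% in these data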;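 also: 0% = DMSO wells median and 100% = median of wells with control inhibitor compound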
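assay system = parasite MetRS enzyme | timing = 15 min preincubation, 2 h reaction, all 25 °C | evaluation = percent inhibition relative to median high and low control wells | medium = HEPES buffer containing pyrophosphatase, BSA, spermine, DTT | compound = single dose, 11.9 µM final nominal, 0.9% final DMSO | detection = Kinase-Glo luminescence, ATP depletion format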
DNMT1 inh: DNMT1 (human) enzyme inhibition. inhibition (reported as % activation of signal), % at 10 µM. actives 0.83% (n = 360,000). DNMT1 molecular beacon, Hinp1I cleavage, fluorescence. P26358. AID 588458; in the data active = inhibition above about 50%
Rpn11 inh: Rpn11 (human) deubiquitinase inhibition; O00487; human 26S proteasome, Ub4-pepOG fluorescence polarization; 20S core pre-blocked with epoxomicin; calls only at 20 µM; actives 0.59% (n = 360,000);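 active = inhibition at 20 µM, scaled to each plate's controls, above about 33%, limit read from the data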
Target sequence (O00487 whole entry, looked up): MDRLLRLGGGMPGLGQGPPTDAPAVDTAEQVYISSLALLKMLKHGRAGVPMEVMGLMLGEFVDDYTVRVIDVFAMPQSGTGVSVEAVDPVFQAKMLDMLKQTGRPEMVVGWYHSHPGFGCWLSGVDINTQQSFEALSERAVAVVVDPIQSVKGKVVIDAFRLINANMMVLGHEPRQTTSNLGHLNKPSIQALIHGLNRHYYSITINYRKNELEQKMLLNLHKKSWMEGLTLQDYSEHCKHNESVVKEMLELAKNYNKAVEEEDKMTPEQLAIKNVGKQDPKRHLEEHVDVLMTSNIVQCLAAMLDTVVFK
Scp1 inh: Scp-1 (human) phosphatase inhibition | Recombinant Scp1, phosphopeptide, malachite green phosphate absorbance | inhibition, % at 20 µM | actives 0.88% (n = 340,000) | AID 493091;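 active = inhibition above about 50% at 20 µM, limit read from the data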;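 also: plate controls were DMSO wells with enzyme for no effect and wells lacking enzyme for full effect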
Target sequence (Q9GZU7 76-261 limits assumed): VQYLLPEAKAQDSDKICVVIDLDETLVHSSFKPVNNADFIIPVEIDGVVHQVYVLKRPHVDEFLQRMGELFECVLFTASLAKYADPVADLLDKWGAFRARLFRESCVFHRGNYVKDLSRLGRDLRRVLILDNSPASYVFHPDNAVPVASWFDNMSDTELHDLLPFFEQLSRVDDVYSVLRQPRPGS
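Times: enzyme reaction 45 min at room temperature, colour 5 min, stabilisation 30 min. Material: SCP-1 catalytic fragment, aa 76-261. Medium: Acidic Tris acetate buffer with magnesium and detergent. Signal: colorimetric free-phosphate detection, absorbance 630 nm. Read-out basis: % inhibition of SCP-1 phosphate liberation. Reagent: Phosphorylated 17-residue peptide substrate.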
CSN deneddyl inh: CSN deneddylation inhibition | Q92905 | Purified CSN, SCF-Nedd8-OG deneddylation, fluorescence polarization | inhibition, % at 12.5 µM | actives 0.38% (n = 360,000);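 active = pattern-corrected inhibition above about 35%, with an unprinted fluorescence ratio check between 0.5 and 1.5, limit read from the data, passing the limit was not always enough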;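 also: 0% = enzyme with substrate and 100% = substrate without enzyme; some results filed as inactive read as strong as hits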
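Material: human Csn5 produced in HEK293T cells; Input: enzyme 0.24 nM; Reagent: SCFSkp2-Nedd8OG substrate at 10 nM final; Dosing: 12.5 µM compound; Incubation: 90 min reaction at room temperature; Detection: fluorescence polarization of the substrate; Evaluation: % inhibition of substrate cleavage by Csn5; Control set: substrate-only high control, full reaction low control.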
Active calls of the source: *; i = inactive; . = not tested or not shown.

SMILES	STEP inh	MsrA inh	SUMO1 PPI mod	NadD inh	LMPTP block	TbMetRS inhib	DNMT1 inh	Rpn11 inh	Scp1 inh	CSN deneddyl inh
CC(C)(C)C(=O)N1CCN(c2nc3ccccc3o2)CC1	-3	-0.9	19	-4	-0.7	0.3	2	i	-9	-6
COC(=O)[C@@]12CCCCN1[C@H](c1ccc(-c3cccc(Cl)c3)c(OC)c1)[C@@H]1C(=O)N(C)C(=O)[C@@H]12	-4	0.5	2	1	3.4	-0.2	-25	i	-18	3
CCCCc1nc2sc3c(=O)n(N)cnc3c2c2c1CCCC2	0	0.6	0	-2	-0.7	-0.3	10	i	1	10
COc1ccc(Cl)cc1-c1cc(C(=O)N[C@H](C)c2ccccc2)[nH]n1	-1	0.0	2	-2	-0.1	-0.3	-6	i	.	-1
CCOC(=O)N/N=C\c1ccc(-c2cc(Cl)ccc2Cl)o1	0	2.0	-18	-3	0.4	0.8	1	i	-15	1
Cc1ccc(NC(=O)CN2C(=O)NC(Cc3ccccc3)C2=O)cc1 (stereo not drawn)	0	-0.7	1	1	-3.1	-1.1	0	i	-14	1
O=C(NCC(=O)N1CCN(S(=O)(=O)c2ccc3c(c2)OCCO3)CC1)c1ccccc1Cl	3	-0.9	0	-7	-0.5	-0.4	0	i	-5	-1
CCOC(=O)C(C#N)=CN1CCNc2ccccc21	1	1.8	-2	-1	-0.4	-0.2	4	i	-8	-1
O=C(Nn1cnnc1)c1ccc(F)c(S(=O)(=O)N2CCCCC2)c1	-4	1.1	-1	6	-0.2	-0.3	1	i	1	-2
CCOc1cc(/C=N\NC(=O)c2ccc(NC(=O)C(C)(C)C)cc2)ccc1OC(=O)c1ccc(OC)cc1	2	0.5	-4	11	0.0	-1.2	20	i	-2	1
CC(C(=O)N1CCOCC1)n1cc([N+](=O)[O-])cn1 (stereo not drawn)	2	-0.6	-4	-2	-0.5	-0.8	0	i	-5	1
O=C(Cc1ccccc1)NCCSCc1ccc(Cl)cc1	5	-0.4	1	-8	-2.6	0.3	-1	i	-1	2
Cc1cc(C(=O)COC(=O)c2cccnc2Cl)c(C)n1-c1c(C)n(C)n(-c2ccccc2)c1=O	-2	-0.5	1	-1	-2.5	-0.5	0	i	1	-3
COc1ccc(CN2Cc3cccc4c3[C@@H](CC2=O)[C@H](O)[C@H](O)C4)cc1	0	0.1	-3	5	0.4	-0.1	4	i	-3	-2
CCN(CC)CCCN(C(=O)c1ccco1)c1nc(-c2ccc(Cl)cc2)cs1	3	1.3	2	-6	0.3	-1.1	0	i	0	5
CC(Sc1ccc(S(=O)(=O)N2CCN(C)CC2)cn1)C(=O)NC1CCCCC1 (stereo not drawn)	-2	-0.5	-1	-1	-0.5	-0.2	6	i	-6	-2
C=C1C(=O)OC2C=C(CO)CCC=C(CO)CC(OC(=O)C(C)C)C12 (stereo not drawn)	-2	0.6	3	1	-1.9	-0.4	-9	i	15	6
COc1ccc(/C(C)=N/NC(=O)CNC(=O)c2cccs2)cc1	2	1.8	-3	-2	0.1	-0.6	0	i	1	4
CCCC(=O)Nc1cc2c3c(c1)CCN3C(=O)CC2	2	-0.3	0	5	0.5	0.2	-2	i	-3	2
Cc1ccc(SC(C)C(=O)NCc2ccncc2)cc1 (stereo not drawn)	-2	-0.7	2	-2	-2.0	0.1	0	i	-5	-6
CC(Oc1ccc(Br)cc1)C(=O)Nc1ccc(S(=O)(=O)N(C)C2CCN(C)CC2)cc1 (stereo not drawn)	4	1.0	-4	-6	0.1	-0.3	-1	i	0	0
CCOC(=O)[C@]12CCC=C1N(Cc1ccc(Cl)cc1Cl)C(=O)[C@H](CC(=O)NCc1cccc3ccccc13)C2	.	0.2	1	5	5.4	0.5	.	.	.	-10
Cc1ccc(S(=O)(=O)N2CCN(c3ncnc4scc(-c5ccccc5)c34)CC2)cc1	2	0.8	2	14	2.8	-0.1	-2	i	7	3
O=C1NC[C@@H](CCCCN2C[C@H](Cc3ccccc3)N(CC3CCCCC3)C(=O)C2=O)N(CC2CCCCC2)C1=O	.	-1.0	-3	22	0.9	-0.1	.	.	.	0
COc1ccc(-c2csc(NC(=O)Cc3ccccc3)n2)cc1OC	1	-0.3	3	-1	0.9	-0.3	1	i	-7	1

Full records as entered above. Screens in order: STEP inh	MsrA inh	SUMO1 PPI mod	NadD inh	LMPTP block	TbMetRS inhib	DNMT1 inh	Rpn11 inh	Scp1 inh	CSN deneddyl inh
Results for `CC(Oc1ccc(Br)cc1)C(=O)Nc1ccc(S(=O)(=O)N(C)C2CCN(C)CC2)cc1` (stereo not drawn) : 4	1.0	-4	-6	0.1	-0.3	-1	i	0	0
Results for `CCOC(=O)N/N=C\c1ccc(-c2cc(Cl)ccc2Cl)o1` : 0	2.0	-18	-3	0.4	0.8	1	i	-15	1
Results for `O=C(Nn1cnnc1)c1ccc(F)c(S(=O)(=O)N2CCCCC2)c1` : -4	1.1	-1	6	-0.2	-0.3	1	i	1	-2
Results for `CCOc1cc(/C=N\NC(=O)c2ccc(NC(=O)C(C)(C)C)cc2)ccc1OC(=O)c1ccc(OC)cc1` : 2	0.5	-4	11	0.0	-1.2	20	i	-2	1
Results for `COc1ccc(-c2csc(NC(=O)Cc3ccccc3)n2)cc1OC` : 1	-0.3	3	-1	0.9	-0.3	1	i	-7	1

(more compounds)
SMILES	STEP inh	MsrA inh	SUMO1 PPI mod	NadD inh	LMPTP block	TbMetRS inhib	DNMT1 inh	Rpn11 inh	Scp1 inh	CSN deneddyl inh
Fc1ccc(N2CCN(c3nc(CN4CCOCC4)nc4scc(-c5ccccc5)c34)CC2)cc1	-1	1.9	-3	1	2.9	-0.7	3	i	-2	-10
CC(=O)C(CC(=O)N1CCCc2ccccc21)C(=O)Nc1ccc(F)cc1 (stereo not drawn)	-3	0.3	-6	3	0.3	0.0	7	i	-6	4
O=C(NC1CCCc2c1cnn2-c1cc(F)cc(F)c1)c1ccncc1 (stereo not drawn)	0	-0.7	-2	2	-0.9	-0.2	-3	i	1	1
COc1cc(OC)cc(-c2cc3ccc(OC)cc3cn2)c1	-2	0.3	-27	-10	1.9	-0.6	0	i	4	2
Cc1ccc(-c2nn(C)c(=O)c3ccccc23)cc1CNC(=O)NC1CCCCC1	-2	1.5	1	-4	-0.6	-0.4	1	i	-5	2
C=CCSc1nnc2c(n1)OC(C)=Nc1ccc(Br)cc1-2	-2	-0.9	-14	-3	-0.2	-0.3	-7	i	-11	0
Fc1ccc(OCCn2cnc(Cl)c2Cl)cc1	4	-1.6	-1	-4	1.4	-0.1	4	i	-9	-7
Cc1ccc2sc(N(CCCN(C)C)C(=O)CN3C(=O)c4ccccc4C3=O)nc2c1C	4	1.6	5	-4	0.6	-0.1	-1	i	-2	3
CCOc1ccc(NC(=S)NC(=O)/C=C/c2ccc(Br)cc2)c([N+](=O)[O-])c1	4	-0.5	-11	10	1.9	0.1	7	i	-10	1
O=C(NC1CCS(=O)(=O)C1)c1ccc(N2CCCCC2)c([N+](=O)[O-])c1 (stereo not drawn)	-3	2.1	-43	0	1.7	0.0	0	i	-2	-6
CCOC(=O)c1cc(-c2ccccc2)n(CC(=O)NC(C)(C)C)c1C	1	-1.7	-1	-5	-0.4	-0.6	0	i	-14	7
CCCCN(CC)C(=O)c1ccc(-c2ccccc2)cc1	3	1.5	-2	-6	1.0	-0.4	5	i	-12	-9
Cc1ccc(NC(=O)C(c2ccc(Cl)cc2)N2CCCCC2)cc1 (stereo not drawn)	-5	-0.8	3	-3	-0.2	-0.1	1	i	-5	-2
Cc1ccc(SC[C@H](C)CN2CC[C@H](C)CCC2=O)cc1	-1	0.9	2	0	0.0	-0.3	3	i	-8	0
O=C(O)c1ccc(/C=N/NC(=O)c2ccc(F)cc2)cc1	-1	1.4	3	-3	-1.0	-0.5	2	i	-8	-1
COC(=O)c1ccccc1NC(=O)CNc1ccc(F)c(S(=O)(=O)N2CCOCC2)c1	-2	1.0	4	0	-0.2	-0.4	1	i	3	-5
COc1cccc(C(=O)c2c(C)c(CCC#N)n3ccccc23)c1	10	0.0	-4	-4	-1.1	-0.8	-2	i	-12	-7
O=C(c1cc(-c2ccccc2Cl)nc2ccc(Br)cc12)N1CCN(c2ccccn2)CC1	3	2.6	-13	26	4.9	0.0	-4	i	-5	0
Cc1ccc(S(=O)(=O)CCC(=O)N2CCN(c3ccccc3F)CC2)cc1	1	0.0	2	-5	-1.6	0.0	4	i	7	0
Cc1cc(NC(=O)CSc2nc3c(c(=O)n2Cc2ccccc2)SC(C)C3)no1 (stereo not drawn)	3	-1.2	-5	2	-0.3	-0.8	-4	i	-9	0
CC1(c2ccccc2)NC(=O)N(CC(=O)NCc2cccc(Cl)c2)C1=O (stereo not drawn)	0	0.5	2	-6	-0.7	0.0	1	i	12	3
CC(NC(=O)/C(C#N)=C1\N=C(NC(=O)c2cccs2)c2ccccc21)c1ccccc1 (stereo not drawn)	-4	0.8	-12	-1	0.4	0.0	3	i	-12	15
CCCC(=O)N1CCCC1(C)C(=O)Nc1ccc2c(c1)CCN2C(C)=O (stereo not drawn)	-1	1.3	3	6	-1.7	-0.4	2	i	.	-3
COc1ccc(NC(=O)CCN2CCN(S(=O)(=O)c3ccc(Br)cc3)CC2)cc1	-1	-0.2	1	-3	-1.0	0.3	-2	i	-2	1
O=C(O)/C=C/C(=O)Nc1cc(F)ccc1F	2	0.9	0	0	-1.1	-1.3	5	i	-7	0
Cc1c(C(=O)OCC(=O)NC(=O)NC2CCCCC2)cccc1[N+](=O)[O-]	0	0.7	-4	-11	0.5	-0.3	-5	i	-8	-2
COc1cccc(NC(=O)Cc2nnc(SCC(=O)NC(C)c3ccccc3)n2C)c1 (stereo not drawn)	-2	-0.2	0	-2	-1.0	3.5	0	i	-5	0

Two entries from above, with the structure last:
| STEP inh | MsrA inh | SUMO1 PPI mod | NadD inh | LMPTP block | TbMetRS inhib | DNMT1 inh | Rpn11 inh | Scp1 inh | CSN deneddyl inh | canonical_smiles |
| --- | --- | --- | --- | --- | --- | --- | --- | --- | --- | --- |
| -1 | 1.3 | 3 | 6 | -1.7 | -0.4 | 2 | i | . | -3 | CCCC(=O)N1CCCC1(C)C(=O)Nc1ccc2c(c1)CCN2C(C)=O (stereo not drawn) |
| -1 | -0.2 | 1 | -3 | -1.0 | 0.3 | -2 | i | -2 | 1 | COc1ccc(NC(=O)CCN2CCN(S(=O)(=O)c3ccc(Br)cc3)CC2)cc1 |
